# C8 TRAIL sens = sensitizes caspase-8 expressing cells to TRAIL | inhibition (viability loss, TRAIL sensitization), % at 10 µM | AID 624354 | NB7+C8 cells + TRAIL, ATPlite viability luminescence | hit rate 1% among 360,000;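 active = compounds causing at least 50% loss of cell viability in the single-dose screen, relative to plate controls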
# LRH-1 inv ag = NR5A2 inverse agonism in reporter assay | AID 602396 | hit rate 0.13% among 360,000 | HEK293T StAR-luciferase reporter, LRH-1 transfected, 24 h | O00482 | inhibition, % at 3.6 µM;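 active = inhibition above the mean inhibition of all tested compounds plus 3 SD, cut at about 73% in these data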;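 also: 0% = DMSO wells and 100% = reporter-only cells lacking LRH-1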
# NOD2 RIPK2 PPI = blocks binding of human NOD2 to RIPK2; CHO BLA complementation NOD2-RIPK2, CCF4 ratio; inhibition, % at 4.98 µM; hit rate 0.38% among 360,000; AID 624267; in the data active = inhibition above about 21%;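 also: 0% = vehicle only and 100% = reference blocker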
# NCOA3 inh = inhibits human SRC3 coactivator | hit rate 0.17% among 360,000 | HEK293 GAL4-SRC3 luciferase reporter, luminescence | inhibition, % at 3.6 µM | Q9Y6Q9;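 active = inhibition above a per-campaign cutoff, the mean of all compounds plus 3 SD, cut at about 60% in these data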;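 also: 0% = DMSO-treated cells and 100% = gossypol-treated cells at 36 µM; higher means less SRC3-driven luciferase light from the GAL4 reporter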
# Target sequence (Q9Y6Q9 whole entry, looked up, the tested form may be a part): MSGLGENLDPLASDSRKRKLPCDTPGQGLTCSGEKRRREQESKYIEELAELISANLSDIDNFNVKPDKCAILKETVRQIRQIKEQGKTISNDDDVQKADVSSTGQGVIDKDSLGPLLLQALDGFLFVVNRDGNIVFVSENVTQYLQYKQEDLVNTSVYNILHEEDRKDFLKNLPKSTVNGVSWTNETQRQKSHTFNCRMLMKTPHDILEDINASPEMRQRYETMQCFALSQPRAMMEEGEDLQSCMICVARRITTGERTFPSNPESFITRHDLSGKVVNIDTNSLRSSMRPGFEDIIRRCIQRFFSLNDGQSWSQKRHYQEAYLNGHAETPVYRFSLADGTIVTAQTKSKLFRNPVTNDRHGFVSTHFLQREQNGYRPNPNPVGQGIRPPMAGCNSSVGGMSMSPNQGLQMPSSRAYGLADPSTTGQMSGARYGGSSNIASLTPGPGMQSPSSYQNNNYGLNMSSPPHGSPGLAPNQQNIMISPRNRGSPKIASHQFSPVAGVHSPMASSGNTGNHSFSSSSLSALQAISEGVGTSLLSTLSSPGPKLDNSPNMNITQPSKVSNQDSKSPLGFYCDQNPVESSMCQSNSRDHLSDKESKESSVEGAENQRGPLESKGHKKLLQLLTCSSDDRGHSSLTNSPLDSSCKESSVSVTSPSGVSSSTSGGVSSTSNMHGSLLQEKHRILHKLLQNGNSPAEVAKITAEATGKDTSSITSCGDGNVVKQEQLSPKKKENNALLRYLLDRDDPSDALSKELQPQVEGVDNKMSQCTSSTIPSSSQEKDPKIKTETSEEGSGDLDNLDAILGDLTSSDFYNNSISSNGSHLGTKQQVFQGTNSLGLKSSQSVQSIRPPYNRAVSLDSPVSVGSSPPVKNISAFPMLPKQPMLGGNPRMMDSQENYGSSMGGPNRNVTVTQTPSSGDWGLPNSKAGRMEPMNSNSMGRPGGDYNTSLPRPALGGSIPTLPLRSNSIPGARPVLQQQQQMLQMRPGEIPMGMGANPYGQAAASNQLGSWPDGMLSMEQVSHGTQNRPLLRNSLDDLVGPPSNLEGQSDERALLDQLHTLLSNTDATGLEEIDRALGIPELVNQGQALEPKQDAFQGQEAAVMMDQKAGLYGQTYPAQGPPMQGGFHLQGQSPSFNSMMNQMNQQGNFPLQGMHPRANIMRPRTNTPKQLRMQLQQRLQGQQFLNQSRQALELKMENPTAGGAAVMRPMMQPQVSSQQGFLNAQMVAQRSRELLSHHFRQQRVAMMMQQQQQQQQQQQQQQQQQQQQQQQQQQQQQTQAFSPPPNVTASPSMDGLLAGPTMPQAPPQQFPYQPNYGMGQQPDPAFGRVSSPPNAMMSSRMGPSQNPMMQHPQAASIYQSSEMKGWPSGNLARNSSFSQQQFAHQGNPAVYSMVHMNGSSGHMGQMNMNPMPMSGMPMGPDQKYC
# Vif inh = inhibitors of HIV Vif. hit rate 0.35% among 340,000. AID 602346. HEK293T cells, Vif self-association by quenched fluorescence, imaging, 24 h. inhibition, % at 7.49 µM; in the data active = inhibition above about 50%, passing the limit was not always enough; also: some results filed as inactive read as strong as hits
# TLR9-MyD88 block = TLR9-MyD88 interaction inhibition | AID 504734 | Q9NR96+Q99836 | inhibition, % at 4.98 µM | hit rate 0.21% among 340,000 | CHO BLA complementation TLR9-MyD88, CCF4 FRET ratio;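 active = inhibition above the mean over all tested compounds plus 3 SD, cut at about 21% in these data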;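 also: 0% = DMSO only wells and 100% = clavulanate BLA inhibitor control wells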
# NR2F2 inh = NR2F2 (human) inhibition, primary screen; inhibition, % at 8.6 µM; AID 686940; hit rate 0.7% among 370,000; P24468; HEK293T NGFI-A luciferase reporter, luminescence;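 active = inhibition above a per-plate cutoff, mean inhibition of test wells between control levels plus 3 SD, cut at about 38% in these data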;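 also: cells cotransfected with COUP-TFII expression vector driving the NGFI-A reporter; 0% = median of COUP-TF2 test wells and 100% = reporter-only cells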
# LMP1 NFkB inh = reduces LMP1-driven NF-kappaB luciferase signal | inhibition, % at 12.5 µM | AID 504558 | hit rate 0.69% among 350,000 | LMP1-induced NF-kappaB luciferase reporter cells, luminescence; in the data active = inhibition above about 41%;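 also: 0% = neutral control wells and 100% = reference inhibitor control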
# TROY NFkB inh = TROY signaling inhibition; Q293 LMP1-TROYcd NF-kB luciferase reporter, 4 h; inhibition, % at 10 µM; hit rate 0.98% among 360,000; AID 1347056;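 active = compounds whose plate-normalised and pattern-corrected inhibition of the luciferase reporter signal at the single screening dose is 50% or more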
# SRC1 inh = inhibits human SRC1 coactivator. Q15788. HEK293 GAL4-SRC1 luciferase reporter, luminescence. inhibition, % at 3.6 µM. hit rate 0.12% among 360,000. AID 588354;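 active = inhibition above the campaign mean plus 3 SD, with each screening campaign given its own cutoff, cut at about 60% in these data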;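 also: 0% = DMSO treated cells and 100% = gossypol at 36 µM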
# SRC2 inh = inhibits human steroid receptor coactivator 2; Q15596; HEK293 GAL4-SRC2 luciferase reporter, luminescence; inhibition, % at 9 µM; hit rate 0.17% among 370,000; AID 651957;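 active = inhibition above the mean inhibition of all tested compounds plus 3 SD, set per campaign, cut at about 52% in these data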;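 also: 0% = DMSO treated cells and 100% = cells given Gossypol at 36 µM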
# Starred values were filed as active, the others as inactive; . = no result given. The list is partial, so the mix of outcomes need not match the whole.
SMILES,C8 TRAIL sens,LRH-1 inv ag,NOD2 RIPK2 PPI,NCOA3 inh,Vif inh,TLR9-MyD88 block,NR2F2 inh,LMP1 NFkB inh,TROY NFkB inh,SRC1 inh,SRC2 inh
CC(=O)c1ccc(N2CCN(C(=O)c3ccccc3SCC(=O)NCc3ccco3)CC2)c(F)c1,2,13,8,0,3,0,7,3,-3,0,30
CCCS(=O)(=O)N1CCC(C(=O)NCc2ccccc2Cl)CC1,1,8,-4,-1,-1,3,8,-3,-32,-7,-5
CC(OC(=O)C1=COCCO1)C(=O)Nc1ccc(Oc2ccccc2)cc1 (centres undefined),3,-17,-2,22,-17,10,3,7,-6,-17,-9
Fc1ccc(OCCCCCCN2CCCC2)cc1,6,6,-11,9,.,14,-4,-2,-3,-16,-13
O=C(NCc1nnnn1-c1ccc(F)cc1)C(=O)c1c[nH]c2ccccc12,-32,4,-1,-10,2,-4,4,3,6,4,-34
O=C(COC(=O)C1CCCN1C(=O)C12CC3CC(CC(C3)C1)C2)c1ccc(Br)cc1 (centres undefined),0,-22,-11,1,17,2,-3,-3,13,-11,0
Cc1cccc(NC(=O)c2nc[nH]c2C(=O)N[C@@H](C)C(=O)OCc2ccccc2)c1,2,-6,-7,-4,-1,-12,-6,3,2,3,2
O=C(c1ccco1)N1CCN(Cc2nc3cc(Cl)ccc3c(=O)[nH]2)CC1,-8,-19,-13,1,-3,-7,19,-2,-5,-4,0
C#CCOCCOCCOCCNc1nc(N2CCOCC2)nc(N2CCN(C(=O)CCCCCCCCCCNC(=O)[C@@H](CCC(=O)O)n3cc(CCCCCN)nn3)CC2)n1,-3,9,-6,14,15,0,2,2,-2,-3,4
O=C(Nc1ccc(Oc2cccnc2)nc1)c1ccc(C(F)(F)F)cc1,24,29,-2,40,-3,-11,66*,11,8,23,28
COc1ccc(NC(=O)Nc2ccc(F)cc2F)cc1,6,-97,-13,-49,-10,5,-24,-11,-51,-46,-18
COc1ccc(C(=O)CSc2nnc(CNC(=O)c3ccc(S(=O)(=O)N(C)C)cc3)o2)cc1,19,6,5,20,-11,-2,10,-1,6,-2,3
O=C1NC[C@H](CCCCN2C[C@H](Cc3ccc(O)cc3)N(CCc3ccc(O)cc3)C(=O)C2=O)N(CCc2ccc(O)cc2)C1=O,7,-17,0,.,.,.,19,.,-9,.,-18
C/C(=N/NC(=O)Cn1nc2ccccc2n1)c1ccc(F)cc1,-6,-10,-1,25,-2,1,-8,5,3,1,-2
COC(=O)c1ccc([N+](=O)[O-])c(CS(=O)(=O)c2ccc(Cl)cc2)c1,-7,-4,-4,18,-4,-15,-3,4,5,4,7
O=C(c1cccc(S(=O)(=O)Nc2ccc(Br)cc2)c1)N1CCC1,-4,12,11,9,0,1,-20,0,9,-7,5
S=c1nc(C2COc3ccccc3O2)[nH][nH]1 (centres undefined),2,-22,-1,-18,-11,-13,-28,-2,-7,-14,-34
CC(=O)N1CCN(C(=S)NC(=O)c2ccc(S(=O)(=O)N3CCOCC3)cc2)CC1,0,0,10,7,.,-6,22,6,-18,-9,-28
Cc1ccc(S(=O)(=O)Oc2ccccc2/C=N/N=C(N)N)cc1,-4,-3,-6,15,-6,-4,-1,12,-2,16,24
Cc1ccc2c(c1)[C@@H]1CN(C)CC[C@@H]1N2S(=O)(=O)c1ccc(F)cc1,-1,16,2,23,-10,-3,17,-11,22,6,1
O=C(Nc1ccc(F)cc1)c1nc[nH]c1C(=O)Nc1ccc([N+](=O)[O-])cc1,15,-3,2,10,-3,1,8,1,-1,-9,-20
COc1cc(OC)cc(C(=O)N[C@H](C(=O)Nc2nc3ccc(S(C)(=O)=O)cc3s2)C(C)C)c1,-4,8,-1,11,-7,0,-14,1,-13,-14,-38
CSCC(CO)NS(=O)(=O)c1ccc(C)cc1 (centres undefined),-3,-3,-12,10,-2,-3,10,2,57*,-15,-25
CCc1nnc(NC(=O)CSc2nc(-c3ccc(OC)cc3)ns2)s1,24,-8,7,-15,-9,1,4,-3,-64,-6,-33
COCCN1CC(C(=O)NCc2ncccc2C)CCC1=O (centres undefined),-1,9,-1,14,-1,2,1,4,-12,5,8

# More entries.
SMILES,C8 TRAIL sens,LRH-1 inv ag,NOD2 RIPK2 PPI,NCOA3 inh,Vif inh,TLR9-MyD88 block,NR2F2 inh,LMP1 NFkB inh,TROY NFkB inh,SRC1 inh,SRC2 inh
O=C(O)c1ccc(-c2ccccc2)[nH]1,-21,11,-5,5,-8,-2,-10,-3,-3,-1,6
COc1ccc2c(c1)C1=C(CC2)C(c2ccc(C)cc2)NC(=S)N1 (centres undefined),-8,-1,-3,11,-17,3,-18,0,-28,-7,-15
O=Nc1c2ccc[nH]c-2c2ccc([N+](=O)[O-])cc12,-19,-7,3,-7,-8,-11,0,-26,-43,-1,22
O=C(Oc1ccc(N(Cc2cccs2)C2=NS(=O)(=O)c3ccccc32)cc1)c1ccccc1,-20,11,3,-17,-2,-9,-15,4,-7,6,-5
N/C(=N\OC(=O)Nc1ccc(Cl)cc1)c1ncc(C(F)(F)F)cc1Cl,-3,-4,5,-18,.,9,-6,-34,-68,-7,-34
CC(=O)NCCNS(=O)(=O)c1ccc(C)c([N+](=O)[O-])c1,3,12,-9,6,-7,-2,11,-16,9,-1,-5
O=C(C[n+]1cccc(NC(=O)c2ccccc2)c1)c1ccccc1,10,11,4,-21,-3,-11,-4,4,1,-8,23
Cc1ccc(NC(=O)CN2C(=O)S/C(=C\c3cc(C)n(-c4ccc(C(=O)O)cc4)c3C)C2=O)cc1,-8,8,-9,16,-12,-6,-14,-10,-38,-19,5
COc1cccc(NC(=O)CN(C)C(=O)CCCc2nc3ccccc3c(=O)[nH]2)c1,12,0,-6,5,36,-3,7,-8,-15,5,-6
CCOC(=O)c1ccc2c(c1)n(CC)c(/C=C/N(C)c1ccccc1)[n+]2CC,38,0,-1,31,0,-3,3,7,-5,26,-1
COc1ccc(NC(=O)Nc2c(C)noc2-c2ccccc2)cc1,-8,-14,-5,13,4,-3,-5,8,10,0,-24
CC(OC(=O)c1cccs1)C(=O)NCc1ccc2c(c1)OCO2 (centres undefined),1,15,1,5,2,-11,-6,-1,5,-10,-1
O=[N+]([O-])c1ccc2cn[nH]c2c1,-3,1,-14,-22,7,0,9,4,14,6,-9
O=S(=O)(Nc1ncnc2scc(-c3ccc(F)cc3)c12)c1cc(F)ccc1F,-24,10,4,15,0,-25,-4,-8,34,8,-20
Cc1ccc(CN2Cc3cccc4c3[C@@H](CC2=O)[C@H](O)[C@H](O)C4)cc1,-13,2,-2,17,4,1,-9,-6,-1,-1,-5
COc1ccc(C(C)=O)cc1COC(=O)c1c(C)nn(-c2ccccc2)c1C,-10,15,-9,9,-8,-11,-13,7,27,-3,2
CC(C)COc1ccc(C(=O)Nc2cc(S(=O)(=O)N3CCOCC3)ccc2N2CCCC2)cc1,-43,-7,-11,10,-3,6,4,-4,0,-8,7
CC(Nc1ccc(Br)cc1)C(=O)Nc1cccc(S(=O)(=O)N2CCOCC2)c1 (centres undefined),8,23,1,15,-2,-8,-10,-1,-6,-7,-10
COc1ccc(CCNC(=O)CCC(=O)N2CCOc3ccc(C)cc32)cc1OC,3,22,-18,16,4,4,8,-1,-12,11,-26
COc1cn(-c2ccccc2)nc1C(=O)OCC(=O)Nc1ccc(C)c(C)c1,-5,19,-3,9,-1,1,-13,-1,-36,9,-27
CCOCCCNC(=O)C1(O)c2cc(Br)ccc2NC(=O)N1c1ccc(C)c(C)c1 (centres undefined),-16,-3,-11,12,-3,2,-20,-7,12,-9,14
Cc1ccc(S(=O)(=O)N2CCOCC2)cc1NC(=O)COC(=O)CNC(=O)c1ccc(Cl)cc1Cl,-10,-7,5,9,-6,0,-12,-15,-3,-4,-35
Cc1cc(C)n2nc(N)c(N=Nc3cccc(Cl)c3)c2n1,8,-38,2,-3,1,5,-17,-4,-23,-7,-9
Cc1cc(C)nc(NC(=NCCc2c[nH]c3ccccc23)NC(=O)Nc2ccccc2)n1,10,10,4,21,-5,8,2,12,27,21,8
Cc1ccc(C(=O)OCC(=O)N2c3ccccc3NC(=O)C2(C)C)cc1S(=O)(=O)N1CCCCC1,5,8,-8,-14,-9,-4,-11,5,12,8,15

# Carrying on.
SMILES,C8 TRAIL sens,LRH-1 inv ag,NOD2 RIPK2 PPI,NCOA3 inh,Vif inh,TLR9-MyD88 block,NR2F2 inh,LMP1 NFkB inh,TROY NFkB inh,SRC1 inh,SRC2 inh
CCOC(=O)C1=C(C)N(C)C(=O)NC1c1cc2c(cc1Br)OCO2 (centres undefined),-3,-7,11,-22,-2,-10,-2,-3,15,-42,17
CC(C)c1ccc2oc(-c3cc(N)ccc3O)nc2c1,66*,-36,-3,-26,2,-3,28,9,69*,-18,7
Cc1nc2c(n1O)CCC/C2=N\O,-3,-2,3,4,3,8,8,3,2,6,-51
O=C1NC[C@H](Cc2ccc(O)cc2)N(C[C@@H]2CCCN2C[C@H](Cc2ccccc2)N2C[C@H](Cc3ccccc3)N(CC3CCCCC3)C(=O)C2=O)C1=O,-8,1,-10,.,.,.,4,.,8,.,-22
COc1cc2ccccc2cc1C(=O)N/N=C/c1cccnc1,21,-13,2,-4,5,7,-9,-9,-3,15,8
O=C(O)c1cccc(-c2csc(C(O)(c3ccccc3)C(F)(F)F)n2)c1 (centres undefined),-4,-28,2,-38,5,.,13,.,-40,-4,-29
COc1ccc(OC)c(/C=C/C(=O)NC2=NCCS2)c1,6,-15,-3,-14,2,3,4,-4,-11,-21,-44
CN(C)C(CNC(=O)c1cccc(OC(F)F)c1)c1ccco1 (centres undefined),-12,-17,-10,-7,3,8,-4,-5,3,-40,-7
CC1=C(C(=O)N(C(C)C)C(C)C)CC(CC(=O)NCc2cccs2)C(=O)N1Cc1ccc(C(C)(C)C)cc1 (centres undefined),6,7,2,4,17,.,13,.,4,-2,-44
CC(=O)N1CCC2(CC1)C/C(=N\NC(=S)Nc1ccccc1F)c1cc(O)ccc1O2,-18,14,5,1,-7,-4,5,0,20,8,-18
COc1ccc(CN2CCC(CO)(CCOc3ccccc3)CC2)c(OC)c1C,6,8,-9,1,.,-6,7,-4,-23,9,0
C#CCOC(=O)Nc1cnccc1C(F)(F)F,0,11,-7,11,-1,-6,16,-10,12,-14,-17
CCC(=O)OC1(C#CCOc2ccc(OC)cc2)CCN(C)CC1,4,4,1,-2,10,4,2,0,8,7,-20
O=C(C1=C(O)C(=O)N(Cc2ccccc2)C1c1ccncc1)c1ccco1 (centres undefined),-1,2,3,12,10,1,-9,2,16,5,14
CC(C)(C)NC(=O)COC(=O)c1ccccc1OCC(=O)Nc1ccc(Br)cc1,37,-3,13,-22,15,-5,2,-30,-56,-36,-20
COc1cccc(NC(=O)CN(C)C(=O)c2cccnc2Nc2cccc(C(F)(F)F)c2)c1,15,12,-2,9,-3,1,.,-20,3,-7,.
O=C(NCC1CCCO1)c1cccnc1NCc1ccc(F)cc1 (centres undefined),7,9,1,-9,-4,4,-7,-2,-9,-1,-6
CC1CCC/C(=N\NC(=O)Nc2ccccc2)C1 (centres undefined),-11,-66,0,-20,-11,-1,-9,-4,-68,-46,-27

# Part of the list above, showing only LRH-1 inv ag:
Structure | LRH-1 inv ag
O=C(Oc1ccc(N(Cc2cccs2)C2=NS(=O)(=O)c3ccccc32)cc1)c1ccccc1 | 11
O=C(C[n+]1cccc(NC(=O)c2ccccc2)c1)c1ccccc1 | 11
